# PNC inhibitor: perinucleolar compartment assembly inhibition; PC3M PTB-GFP, PNC prevalence imaging, 16 h; stronger effect = lower value; activity change (PNC), negative = inhibition, % at 10 µM; actives 3.1% (n = 140,000);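 active = readout at or below -70, meaning at least 70% loss of cells showing the perinucleolar compartment, a nuclear body marking cancer cells; inconclusive = readout between -30 and a set limit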;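 note: plate controls were DMSO wells for no effect and camptothecin positive control wells for full effect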
#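 PC3M cells stably expressing PTB-GFP, 750–1000 cells/well, treated 16 h at 37 °C with compound (23 nl of library stock), in duplicate. After paraformaldehyde fixation and Hoechst stain, imaged at 20x; PNC prevalence scored by image analysis.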
# IMPase inh: cell-permeable inhibitors of inositol monophosphatase (IMPase). P97697. CHO-M1 cells, IP1 accumulation, HTRF TR-FRET ratio. 120,000 tested, under 10 active. inhibition (IP1 accumulation), % at 46.1 µM. AID 901; active = well fitted curve in the direction sought with a large enough effect in the signal ratio, not every such curve was filed as active; inconclusive = small, poorly fitted or top-dose-only effect, or a change in a side signal; inactive = no such curve, though single readings can be large or run the other way; the % refers to the signal ratio;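 note: cells stimulated with carbachol in lithium chloride buffer; plate controls were DMSO basal wells for no effect and reference inhibitor wells for full effect; higher means more IMPase inhibition seen as more IP1 and lower FRET ratio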
# Target sequence (P97697 whole entry, looked up): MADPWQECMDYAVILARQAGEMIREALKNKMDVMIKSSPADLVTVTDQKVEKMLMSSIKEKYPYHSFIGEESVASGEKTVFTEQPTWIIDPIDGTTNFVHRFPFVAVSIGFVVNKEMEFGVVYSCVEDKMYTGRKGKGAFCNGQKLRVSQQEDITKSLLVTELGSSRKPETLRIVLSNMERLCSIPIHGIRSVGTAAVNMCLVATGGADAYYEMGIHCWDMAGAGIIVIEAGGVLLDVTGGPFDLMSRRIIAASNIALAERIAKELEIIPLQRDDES
#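 Measured: the HTRF emission ratio (665/620 nm) plus the 620 nm donor channel, each fitted to the Hill equation to give AC50. Cells were CHO-M1 given compounds up to 46 uM and a 30 min carbachol stimulation at 37C.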
# 15-hLO-2 inh: blocks human 15-lipoxygenase 2 activity. actives 0.56% (n = 110,000). purified 15hLO-2, xylenol orange hydroperoxide absorbance. Potency, µM (series often up to 57.1 µM), for the others: at the top dose activity change, negative = inhibition, hits mostly inhibitors. AID 881; note: potency is the fitted concentration of half-maximal effect; nearly all actives have a fitted effect of over 60% in size; many of its hits are not listed in these tables
#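 Screening format was qHTS against 50 nM purified 15hLO-2 in Hepes pH 7.5 with detergent. Activity follows hydroperoxide formation from 45 uM arachidonic acid, measured as 573:405 nm absorbance ratio of the ferric-xylenol orange complex.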
# ALOX12 inhib: inhibitors of human 12-lipoxygenase (ALOX12); P18054; purified 12-hLO, xylenol orange hydroperoxide absorbance; Potency, µM (top dose mostly 57.1 µM), inactives show top-dose activity change, negative = inhibition, usual class: inhibitors; actives 0.12% (n = 150,000); note: potency is the fitted concentration of half-maximal effect; nearly all actives have a fitted effect of over 55% in size; many of its hits are not listed in these tables
# Target sequence (P18054 whole entry, looked up): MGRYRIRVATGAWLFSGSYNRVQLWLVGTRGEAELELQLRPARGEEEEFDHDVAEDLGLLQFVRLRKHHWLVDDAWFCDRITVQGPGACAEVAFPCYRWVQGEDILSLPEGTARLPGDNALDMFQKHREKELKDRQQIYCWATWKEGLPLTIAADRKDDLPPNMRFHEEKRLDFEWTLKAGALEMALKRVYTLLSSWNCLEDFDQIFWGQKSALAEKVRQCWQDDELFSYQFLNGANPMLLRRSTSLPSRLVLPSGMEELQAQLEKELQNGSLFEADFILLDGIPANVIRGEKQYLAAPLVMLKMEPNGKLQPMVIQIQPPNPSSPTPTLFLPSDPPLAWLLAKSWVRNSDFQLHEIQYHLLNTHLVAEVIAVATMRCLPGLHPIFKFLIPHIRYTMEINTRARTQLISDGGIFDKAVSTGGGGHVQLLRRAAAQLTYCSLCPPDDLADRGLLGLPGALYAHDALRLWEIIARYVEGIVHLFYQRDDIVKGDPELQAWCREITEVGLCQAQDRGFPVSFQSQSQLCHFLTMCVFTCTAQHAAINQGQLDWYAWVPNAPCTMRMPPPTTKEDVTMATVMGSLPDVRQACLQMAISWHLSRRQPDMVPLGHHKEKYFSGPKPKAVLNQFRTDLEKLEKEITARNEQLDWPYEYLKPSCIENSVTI
#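 Purified human 12hLO (150 nM final) was preincubated with compounds for 15 min at room temperature in 25 mM Hepes pH 7.0, 0.01% Triton X-100, then reacted with 40 uM arachidonic acid for 30 min. Hydroperoxide was detected with ferrous iron/xylenol orange.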
# * = called active by the depositor; ? = inconclusive; / = no result given; [ ] = another dose, or the depositor's remark. Unless noted, calls come from the whole dose curve; as a rule, active = well fitted curve in the direction sought with a large enough effect; inconclusive = small, poorly fitted or top-dose-only effect, or another doubt; inactive = no such curve, though single readings can be large; an effect the other way counts as inactive or inconclusive. Unless noted, % is set by controls: 0 for no effect and ±100 for the full control effect. This is a subset; rates above refer to the full screens.
IMPase inh,ALOX12 inhib,PNC inhibitor,15-hLO-2 inh,structure
9,-10%,41,-2%,Cn1c(=O)c2c(=O)cc(NNC(=O)C(C)(C)C)[nH]c2n(C)c1=O
-27[0.369 µM],-1%,?,/,C=CCn1c(N)cc(=O)nc1SC(C)C(=O)Nc1cccc2ccccc12 (stereo not given)
/,-4%,?,/,Cc1ccc(OCCOCCNC(C)(C)C)c([N+](=O)[O-])c1
1,-2%,11,3%,CCn1c(=O)c2cc(C(=O)NCCN3CCOCC3)sc2c2ccccc21
-6,1%,-29,-11%,CC1CCCCN1S(=O)(=O)c1ccc(NC(=O)c2cccs2)cc1 (stereo not given)
-4,-16%,9,3%,NC(N)=N/N=C/c1ccc(OCc2ccc(Cl)cc2)cc1
/,-6%,?,/,N#C/C(=C\c1ccco1)c1nc2ccccc2s1
7,2%,?,-2%,CCC(=O)Nc1ccc(N2CCN(Cc3ccccc3F)CC2)cc1
3,-22%,11,-13%,CNc1nc(-c2c[nH]c3ccccc23)cs1
/,5%,-16,/,COc1ccccc1NS(=O)(=O)c1ccc2oc(SCc3ccc(C#N)cc3)nc2c1
/,0%,/,6%,CCC(CCC(C)C1CCC2C3CC=C4CC(O)CC[C@@]4(C)C3CC[C@@]12C)C(C)C (stereo not given in full)
/,-1%,?,/,Cc1nccn1CCCN1C(=O)CNC1=S
/,-5%,10,/,O=C(COc1ncnc2scc(-c3ccccc3)c12)NC1CCCc2ccccc21 (stereo not given)
/,-11%,?,/,C/C(=N\Nc1cccc(Cl)c1)c1ccc(-n2ccnc2)cc1
9,3%,?,/,COC(Cc1n[nH]c(=S)n1-c1ccc(Cl)cc1)OC
3,0%,23,-10%,O=C(C1CCC1)N1CCc2cc(S(=O)(=O)NCc3ccco3)ccc21
6,0%,-5,15%,CCCn1c(CNC(=O)c2ccccc2)nc2ccccc21
/,?,19,/,CCCCCC#CCC#CCC#CCC#CCCCC(=O)O
-10,-3%,-87*,-7%,CC1CCCCN1C(=O)CSc1nc2cc3c(cc2c(=O)n1Cc1ccc2c(c1)OCO2)OCO3 (stereo not given)
3,-15%,3,1%,CC1CCN(S(=O)(=O)c2ccc(NC(=O)Cc3ccccc3)cc2)CC1
2,2%,48,-11%,COc1ccc(CCNC(=O)Cn2cnc3c2c(=O)n(C)c(=O)n3C)cc1OC
/,2%[0.00818 µM],/,-15%[0.0915 µM],COc1ccc(C2/C=C\CN(C(=O)OCC3c4ccccc4-c4ccccc43)CC(=O)N2Cc2cccc(F)c2)cc1 (stereo not given)
-2,-2%,16,3%,O=C(CCc1ccccc1)Nc1cccc(NC(=O)CCc2ccccc2)c1
0,-14%,-127*,-19%,CCOc1ccc(C(=O)CCN2CCCCC2)cc1
9,1%,?,-10%,CCOc1ccc(-c2onc(C(F)(F)F)c2-c2cscn2)c(O)c1

# Continuation:
IMPase inh,ALOX12 inhib,PNC inhibitor,15-hLO-2 inh,structure
9,1%,-25,-1%,COC(=O)c1ccccc1NC(=O)C12CCC(C)(C(=O)O1)C2(C)C (stereo not given)
/,-4%,-14,/,Cn1cccc1/C=C(/C#N)C(N)=S
-10,2%,24,/,Cc1cc(C(=O)NC2CCCC2)on1
9,-4%,28,3%,CCCN(c1ccc(OCC)cc1)c1ncnc2nc[nH]c12
4,-3%,?,3%,COC(=O)c1cccc(Nc2nc3ccccc3nc2C)c1
8,-6%,15,-9%,O=C(CSc1nnnn1C1CCCCC1)NCc1ccc2c(c1)OCO2
-2,3%,?,-24%,CCCCCn1c(SCCC(C)C)nc2c1c(=O)[nH]c(=O)n2C
8,?,-100*,/,COc1cc2c(cc1OC)C1(CCCC1)C(N)=C2C#N
-2,-3%,25,-9%,CCc1nnc(NC(=O)c2ccc(Cl)c(S(=O)(=O)N3CCc4ccccc43)c2)s1
/,4%[11.4 µM],/,-1%[11.4 µM],CN1CC[C@H](CN2c3ccccc3Sc3ccccc32)C1
-8,8%,?,-9%,CN(C)S(=O)(=O)c1ccc(C(=O)NCCSc2ccccc2)cc1
-5,8%,?,-2%,CCOC1Cc2ccccc2N(C(N)=O)c2ccccc21 (stereo not given)
5,-6%,?,-16%,Clc1ccc(-n2ncc3c(NCc4cccs4)ncnc32)cc1
10,-3%,-5,-13%,CCOC(=O)c1c(N)sn(-c2ccccc2)c1=S
0,-3%,9,-4%,CCCn1c(SCC(N)=O)nnc1-c1ccco1
9,0%,20,/,COc1ccc(S(=O)(=O)NCC2CCC(C(=O)N3CCC4(CC3)OCCO4)CC2)cc1 (stereo not given)
-4,-2%,33,-8%,CCn1c(SCC(=O)NCCc2ccccc2)nnc1-c1cccs1
2,-4%,-3,-23%,COC(=O)c1cc(NC(=O)Nc2cccc(Cl)c2)ccc1Cl
6,-12%,53,-21%,CCc1ccccc1NC(=O)/C(C#N)=C\c1ccc(Sc2ccccc2)o1
/,-7%,5,/,N#Cc1ccc(OCCOCCNC2CCCC2)cc1
/,-2%,/,13%,CC(=O)N1CC2(CC2)CC1c1ccccc1 (stereo not given)
-1,5%,-20,-9%,CCOC(=O)c1c(-c2ccccc2)nc2ccc(Cl)cn12
/,1%,-27,/,O=C(N/N=C/c1ccncc1)c1ccccc1OCc1ccc(Br)cc1
0,-9%,8,-3%,O=C(O)CCC(=O)NCCn1c(-c2ccccc2)csc1=Nc1ccccc1
-3,-5%,-4,-4%,CS(=O)(=O)N1CCC(C(=O)Nc2cccc(C(F)(F)F)c2)CC1

# As entered above.
# O=C(CSc1nnnn1C1CCCCC1)NCc1ccc2c(c1)OCO2 | 15-hLO-2 inh: -9%
# CCCn1c(SCC(N)=O)nnc1-c1ccco1 | PNC inhibitor: 9

# The list goes on.
IMPase inh,ALOX12 inhib,PNC inhibitor,15-hLO-2 inh,structure
-6,-10%,-11,-15%,O/N=C\c1cccn1-c1ccc(Br)cc1
/,-3%,?,/,CC(C)(C)c1cc(C(=O)N/N=C/c2ccccc2O)n(-c2ccccc2)n1
10,-3%,4,-7%,CC(CO)Nc1nc(SCc2ccccc2)nc2sc3c(c12)CCC3 (stereo not given)
4,2%,?,-16%,CC(=O)Nc1ccccc1-c1nc2ccccc2nc1OCC(=O)c1ccc(Br)cc1
2,2%,?,2%,CCCCOc1ccc(OCCNS(=O)(=O)N(C)C)cc1
7,1%,68,/,CCOC(=O)c1sc(=S)n(C)c1NC(=O)c1ccc(F)cc1
11[1.84 µM],0%,-24,-5%[11.4 µM],Cc1cccc(C)c1N(CC(=O)Nc1cc(Cl)ccc1Oc1ccccc1)S(C)(=O)=O
-1,3%,-5,2%,CC(=O)Nc1ccc(OCC=C(Cl)Cl)cc1
7,1%,43,-22%,CCOC(=O)c1ccc2c(c1)n(CCO)c(C)[n+]2CC
-6,2%,-16,-1%,CCN(CC)CCNC(=O)Cc1nn(CC)c(=O)c2ccccc12
/,3%[11.4 µM],/,-2%[11.4 µM],CC(=O)O[C@@H]1CC[C@]2(C)C(=C[C@@H]([C@@H]3C=C4C[C@@H](OC(C)=O)CC[C@]4(C)C4=C3[C@H]3C[C@@H]5O[C@@]6(CC[C@H](C)CO6)[C@@H](C)[C@@H]5[C@@]3(C)CC4)C3=C2CC[C@@]2(C)[C@H]4[C@@H](C)[C@]5(CC[C@H](C)CO5)O[C@@H]4C[C@H]32)C1
-10,3%,-21,1%,O=C(CCCn1c(=O)c2sccc2n(Cc2cc(=O)n3ccccc3n2)c1=O)NCc1ccco1
0,4%,-12,-5%,CCOC(=O)c1sc2nccc(N(C)C)c2c1N=CN(C)C
0,4%,-9,-3%,COc1ccc(CN2C(=O)CCC2(C)C(=O)NC2CCCCC2)c(OC)c1 (stereo not given)
0,-4%,-7,-17%,CCOC(=O)/C(=C/c1c[nH]c2ccccc12)NC(C)=O
/,-6%,29,/,Fc1ccc(NC(=S)NCc2ccccc2Cl)cc1
/,-5%,-5,/,c1ccc(-c2cc(-c3ccc(N4CCOCC4)cc3)nc3ccccc23)cc1
8,-1%,-21,-4%,Cc1nn(-c2ccc(C(F)(F)F)cn2)c(C)c1Oc1ccccc1O
-6,-2%,14,-13%,C#CCn1c(=NC(=O)c2ccc(Br)s2)sc2cccc(OC)c21
0,1%,11,-6%,O=C(O)/C=C\C(=O)NCc1ccccc1
2,-8%,24,25%,CC1CC1C(=O)Nc1nc(-c2ccccn2)cs1 (stereo not given)
0,6%,46,/,Cc1ccc(S(=O)(=O)ON=C2CCN(S(=O)(=O)c3ccccc3)CC2)cc1
/,-3%[0.00818 µM],/,-7%[0.0915 µM],CCOC(=O)C1=C(c2ccccc2)c2ccccc2OC1C(=O)OCC (stereo not given)
0,-5%,-24,-7%,CC1CC(C)(C)NC(=S)S1 (stereo not given)
-1,4%,41,-5%,Cc1ccccc1C(=O)c1cccn1CC(=O)NCc1ccco1

# Next section:
IMPase inh,ALOX12 inhib,PNC inhibitor,15-hLO-2 inh,structure
/,-10%[0.00818 µM],/,3%[0.0915 µM],O=C(O)[C@H]1CC=C[C@H]2CCN(Cc3ccc(Cl)c(Cl)c3)C(=O)[C@@H]12
9,4%,23,-1%,CCOc1cc2[nH]c(=O)n(Cc3ccccc3)c(=O)c2cc1OCC
?,-1%,-2,23%,CN1CCN(Cc2c(O)ccc3c2oc(=O)c2ccccc23)CC1
9,-3%,-5,2%,COc1ccc(N2C(=O)CSC23C(=O)N2CCCc4cccc3c42)cc1 (stereo not given)
/,-1%,7,/,O=C(N/N=C/c1cccn1-c1cccc(C(=O)O)c1)Nc1ccccc1
?,-2%,11,1%,Cc1ccc(NC(=O)c2ccc3c(c2)N(CC(=O)N2CCCCC2)C(=O)C(C)(C)O3)cc1
3,0%,12,-3%,COc1ccc(CNC(=O)CN(CC2CCCO2)C(=O)CNS(=O)(=O)c2ccc(F)cc2)cc1 (stereo not given)
/,1%,20,/,COc1cccc(NC(=O)COc2c(F)c(F)c(C(F)(F)F)c(F)c2F)c1
/,-2%,/,13%,NC(=O)/N=N/C(N)=O
/,-5%[0.00818 µM],/,-29%[0.0915 µM],O=C1CC(c2ccc3c(c2)OCO3)c2cc(O)ccc2O1 (stereo not given)
/,-1%,20,/,Cc1cc(C(=O)NNC(=O)c2ccc(S(=O)(=O)N(C)C)cc2)c(C)o1
2,0%,-27,0%,COc1ccccc1NC(=O)C1=C(C)Nc2nc(CCCO)nn2C1c1cccnc1 (stereo not given)
-2,-1%,-23,7%,COc1ccccc1C(=O)N/C(=C/c1ccc(Br)cc1)C(=O)NCC(=O)O
12,8%,23,5%,COc1ccc(Oc2c(Cl)cnn(-c3ccc(Cl)c(Cl)c3)c2=O)cc1
-7,2%,-2,29%,Cn1c(/C(C#N)=C(\O)CN2CCN(Cc3ccccc3)CC2)nc2ccccc21
/,10%,?,/,CCc1ccc(OCCOCC(O)CNC(C)CC)cc1 (stereo not given)
10,-2%,-3,-15%,ON1C(c2ccccc2)CC2(O)c3nonc3CCC12 (stereo not given)
-6,0%,-20,5%,Cc1cccc(C)c1NC(=O)CSc1nc(COc2ccccc2)nc2ccccc12
-5,1%,28,0%,CC(=O)C1=C(O)C(=O)N(CCNCCO)C1c1ccccc1 (stereo not given)
5,0%,7,-3%,C#CCOC(=O)CCC(=O)NCCc1ccccc1
3,-2%,-25,42%[activator],O=C(Cn1nnc(-c2ccc(CN3CCOCC3)cc2)n1)Nc1nc(-c2ccccc2)cs1
/,-2%,32,/,CCOc1c(/C=C(\C#N)C(N)=O)c2ccccc2n1CC

# Profiles, quoted from the list. Values in the order: IMPase inh, ALOX12 inhib, PNC inhibitor, 15-hLO-2 inh
# Shown for C#CCOC(=O)CCC(=O)NCCc1ccccc1 : 5, 0%, 7, -3%
# Shown for O=C(N/N=C/c1cccn1-c1cccc(C(=O)O)c1)Nc1ccccc1 : /, -1%, 7, /

# Source: PubChem (National Center for Advancing Translational Sciences (NCATS))
